# Assay outcomes: PubChem BioAssay, National Center for Advancing Translational Sciences (NCATS)
# Vif-APOBEC3F blk: inhibitors of Vif-A3F interaction. HeLa A3F-eYFP + Vif (tagged APOBEC3F with the HIV-1 protein that degrades it), YFP fluorescence increase. Potency, µM (top dose mostly 46.1 µM), without a hit: top-dose activity, negative = active. 0.2% of 390,000 active; further: % of control where 0% means no effect; nearly all actives have a fitted effect of over 65% in size
#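 Fluorescence increase (Ex 488/Em 500-530) after overnight compound treatment at 37 deg C flags inhibition of Vif-driven A3F-eYFP loss in stable HeLa A3F-eYFP/Vif cells seeded overnight beforehand.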
# TrxR1 substrate: rat thioredoxin reductase 1 substrate activity. Potency, µM (top dose mostly 114 µM), without a hit: at the top dose activity change, negative = substrate turnover. purified TrxR1 substrate turnover, NADPH consumption readout. 0.01% of 390,000 active. O89049; further: on the % scale 0 is the no-effect control and ±100 the full control effect; nearly all actives have a fitted effect of over 50% in size
#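 Rat TrxR1, dispensed at 90 nM, was prereduced with 400 uM NADPH (final) for 5 min at ~22 deg C, then incubated with compound 15 min before 400 uM selenite. A first-read NADPH fluorescence drop versus no-compound background flagged substrates.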
# RGS4 inhibitor: blocks human RGS4-accelerated GTP hydrolysis. 0.039% of 390,000 active. AID 504845. Transcreener GDP fluorescence polarization, RGS4-accelerated GTP hydrolysis. Potency, µM (titrated, usually from 114 µM), for the others: at the top dose activity change, negative = inhibition, most hits filed as inhibitors. P49798; further: on the % scale 0 is the no-effect control and ±100 the full control effect; nearly all actives have a fitted effect of over 75% in size; some results filed as inactive show a strong effect at the top dose
# Target sequence (P49798 whole entry, looked up): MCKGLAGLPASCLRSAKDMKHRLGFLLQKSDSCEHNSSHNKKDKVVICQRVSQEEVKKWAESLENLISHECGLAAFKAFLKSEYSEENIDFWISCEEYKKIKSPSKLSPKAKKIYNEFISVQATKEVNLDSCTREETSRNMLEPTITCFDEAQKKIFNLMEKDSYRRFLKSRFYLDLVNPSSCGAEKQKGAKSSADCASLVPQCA
#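 MLSMR compounds (23 nl, pin-transferred) preincubated 10 min at room temperature with a 500nM (2x) first reagent, then RGS4 at 900nM (2x) plus Transcreener GDP mix added; fluorescence polarization (620/688 nm) read before and after 90 min at 30 °C.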
# IDH1 R132H inh: inhibitors of human mutant IDH1 R132H. O75874. IDH1-R132H enzyme, NADPH consumption, diaphorase/resazurin fluorescence. Potency, µM (highest dose often 76.6 µM), for the others: at the highest dose activity change, negative = inhibition, hits mostly inhibitors. 0.093% of 390,000 active. AID 602179; further: on the % scale 0 is the no-effect control and ±100 the full control effect; nearly all actives have a fitted effect of over 65% in size
#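 IDH1-R132H (0.5 ug/mL dispensed) in pH 7.5 Tris buffer was preincubated 30 min with compound, then given a substrate mix of 0.016 mM NADPH and 2 mM alpha-KG for 80 min at room temperature; remaining NADPH was read by diaphorase/resazurin fluorescence.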
# ALOX12 inh: blocks human arachidonate 12S-lipoxygenase | purified 12hLO, xylenol orange hydroperoxide absorbance | 1.1% of 580,000 active | Potency, µM (top dose mostly 108 µM), without a hit: at the highest dose activity change, negative = inhibition, actives largely listed as inhibitors | P18054; further: on the % scale 0 is the no-effect control and ±100 the full control effect
#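 Hydroperoxide product was detected by ferrous iron/xylenol orange as the 573 to 405 nm absorbance ratio. Arachidonic acid at 40 uM (final) was turned over for 30 min at room temperature by 150 nM human 12hLO, pH 7.0 Hepes buffer, after 15 min compound preincubation.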
# RXFP1 ag: activates the human relaxin receptor RXFP1 | Q9HBX9 | HEK293T-RXFP1 cAMP TR-FRET, 30 min; response scale: percent of porcine relaxin response, buffer zero | Potency, µM (highest dose often 57.5 µM), without a hit: at the top dose activation, actives largely listed as activators | 0.3% of 370,000 active | AID 2676; further: on the % scale 0 is the no-effect control and ±100 the full control effect; nearly all actives have a fitted effect of over 60% in size; many of its hits are not listed in these tables
#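 Agonist response is measured as cAMP accumulation in an RXFP1-transfected HEK293T line under PDE4 inhibition. Values are scaled between buffer-only and 29 nM porcine relaxin, and EC50s come from standard Hill equation fits.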
# Vif-A3G inh: inhibitors of Vif-APOBEC3G interaction | 0.076% of 410,000 active | Q9HC16 | Potency, µM (top dose mostly 46.1 µM), without a hit: at the highest dose activity, negative = active, most hits filed as inhibitors | HeLa A3G-eYFP + Vif (tagged APOBEC3G with the HIV-1 protein that degrades it), YFP fluorescence, overnight | AID 602310;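 further: on the % scale 0 is the no-effect control and ±100 the full control effect; nearly all actives have a fitted effect of over 60% in size; hits raise eYFP signal because A3G escapes Vif-driven loss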
#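 Read-out is eYFP fluorescence (Ex 488/Em 500-530) from Vif-expressing HeLa A3G-eYFP cells; more signal means A3G escaped Vif-mediated degradation. Cells plated overnight, compound pinned in, incubated overnight at 37 deg C.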
# USP1-UAF1 inh: USP1/UAF1 (human) deubiquitinase inhibition; O94782; Potency, µM (doses to about 57.1 µM), inactives show at the top dose activity change, negative = inhibition, actives largely listed as inhibitors; recombinant USP1/UAF1, Ub-Rhodamine cleavage fluorescence; 0.23% of 390,000 active; further: on the % scale 0 is the no-effect control and ±100 the full control effect; nearly all actives have a fitted effect of over 60% in size; inactives centre near -12
# Target sequence (O94782 whole entry, looked up): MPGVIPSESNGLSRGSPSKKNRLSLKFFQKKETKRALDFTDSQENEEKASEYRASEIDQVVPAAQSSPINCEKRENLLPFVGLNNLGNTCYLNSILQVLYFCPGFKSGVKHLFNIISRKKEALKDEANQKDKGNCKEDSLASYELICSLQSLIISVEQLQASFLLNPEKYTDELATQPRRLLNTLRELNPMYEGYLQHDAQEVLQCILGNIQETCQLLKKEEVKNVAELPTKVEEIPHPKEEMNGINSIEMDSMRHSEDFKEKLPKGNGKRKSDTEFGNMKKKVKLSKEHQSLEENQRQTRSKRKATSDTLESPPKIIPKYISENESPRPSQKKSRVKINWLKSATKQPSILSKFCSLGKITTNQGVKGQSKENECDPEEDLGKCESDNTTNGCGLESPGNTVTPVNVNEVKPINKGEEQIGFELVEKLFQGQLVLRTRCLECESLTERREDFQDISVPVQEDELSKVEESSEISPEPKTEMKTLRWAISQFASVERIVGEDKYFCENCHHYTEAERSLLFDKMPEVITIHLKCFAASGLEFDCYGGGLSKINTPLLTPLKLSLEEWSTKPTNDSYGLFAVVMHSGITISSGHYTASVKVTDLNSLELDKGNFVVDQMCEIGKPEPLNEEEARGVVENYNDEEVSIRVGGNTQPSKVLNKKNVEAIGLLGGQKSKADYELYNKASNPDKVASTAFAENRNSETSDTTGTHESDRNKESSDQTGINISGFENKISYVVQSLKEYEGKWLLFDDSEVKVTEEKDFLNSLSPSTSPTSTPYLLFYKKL
#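 High-throughput fluorogenic screen: 1nM USP1/UAF1 complex, Ub-Rho substrate 150nM final, 50mM HEPES pH 7.8 with 0.5mM EDTA, 0.1 mg/ml BSA, 1mM TCEP and 0.01% Tween-20.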
# rTrxR1 inhibitor: blocks rat thioredoxin reductase 1; O89049; recombinant rTrxR1, NADPH fluorescence consumption, selenite substrate; Potency, µM (titrated, usually from 114 µM), inactives show at the top dose activity change, negative = inhibition, hits mostly inhibitors; 1% of 390,000 active; further: on the % scale 0 is the no-effect control and ±100 the full control effect; nearly all actives have a fitted effect of over 65% in size
#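 Rat TrxR1 (90 nM in the dispensed reagent) was pre-reduced with 400 uM NADPH for 5 min at room temperature, then incubated with compound for 15 min. After 400 uM selenite was added, NADPH fluorescence (Ex 340/Em 450 nm) was followed for 8 min.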
# The depositor's hits bear a star; ? = inconclusive; nt = no result given; & = joins results of further samples; [ ] = another dose, or the depositor's remark. The call rests on the fitted dose curve; in most records, active means well fitted curve in the direction sought with a large enough effect; inconclusive means small, poorly fitted or top-dose-only effect, or another doubt; inactive means no such curve, though single readings can be large; an effect the other way counts as inactive or inconclusive. Potency means the concentration at half of the fitted maximal effect. Only part of the results is shown, so the mix of outcomes need not match the whole.
SMILES,Vif-APOBEC3F blk,TrxR1 substrate,RGS4 inhibitor,IDH1 R132H inh,ALOX12 inh,RXFP1 ag,Vif-A3G inh,USP1-UAF1 inh,rTrxR1 inhibitor
Cc1ccc(-c2nn(-c3cc(Cl)ccc3[N+](=O)[O-])c(=O)c3ccccc23)cc1C,-1%,-2%,16%[11.4 µM],-2%,-16%,0.3%,2%,-8%,20%
CCCC1=[N+](CC(=O)c2ccc(Br)cc2)CCn2cccc21,11µM*,7%[57.1 µM],-4%,1%,?,2.9%,-23%,-16%,22%[57.1 µM]
COc1cc(-c2ncc3ccccn23)cc(OC)c1OC,-3%,28%,-17%,6%,?,3.3%,1%,-13%,-20%
COC(=O)C1=C(C)N=C2SC(C)C(=O)N2C1/C=C/c1ccccc1 (stereo not drawn),1%,-6%,-16%,-1%,-24%,2.9%,1%,-23%,-17%
CNC(=O)C(=O)N/N=C/c1cccnc1,2%,10%[57.1 µM],-3%,1%,1%,-1.9%,3%,-9%,9%[57.1 µM]
COc1cccc(C(=O)Nc2cccc(C(=O)NC3=NN(c4c(Cl)cc(Cl)cc4Cl)C(=O)C3)c2)c1,nt,-13%,23%,2%,-3%,-0.2%,0%,-12%,-14%
S=c1[nH]c2ccccc2o1,-4%,-7%,1%,-5%,-25%,-0.2%,4%,5%,?
COCCN(C(=O)CCC(=O)Nc1ccccn1)C(C(=O)NC1CCCC1)c1ccc(OC)cc1 (stereo not drawn),0%,19%[57.1 µM],-2%,8%,0%,2.0%,-4%,-25%,29%[57.1 µM]
Cc1ccc(S(=O)(=O)Nc2cc(C)c(O)c(Sc3n[nH]c(C)n3)c2)cc1,-14%,-11%,-46%,4%,?,1.7%,?,-3%,-44%
COc1ccc(CC(=O)N(C)Cc2cccc(F)c2)cc1S(=O)(=O)N1CCOCC1,9%,-4%,0%,5%,-11%,0.0%,1%,-18%,-4%
COc1ccc(N2CCN(c3ccc(-c4nc(-c5ccccc5)no4)cc3[N+](=O)[O-])CC2)cc1,2%,-4%,-3%,-1%,?,-4.6%,-1%,-24%,7%
O=S(=O)(NCC(c1cccnc1)N1CCOCC1)c1ccc(Cl)cc1 (stereo not drawn),0%,-1%,-12%,9%,-17%,4.7%,-1%,-16%,19%
O=C(Cn1cncn1)N/N=C/c1cc([N+](=O)[O-])ccc1O,10%,-13%,16%,-3%,10%,1.5%,0%,-23%,9%
Cc1ccc2c(c1)N(CCC(=O)NC1CCCCC1C)C(=O)CO2 (stereo not drawn),-10%,-7%,9%,-8%,0%,0.0%,0%,-5%,-9%
CC1CCCN(C(=O)CN2CCC(c3nc4ccc(Cl)cc4[nH]3)CC2)C1 (stereo not drawn),-4%,?,-7%,-6%,7%,-2.0%,1%,-19%,-14%
O=C(Nc1ccc(C(=O)N2CCCC2)cc1)c1ccccc1Br,6%,-11%,4%,1%,?,-1.9%,-5%,0%,-13%
O=C(Nc1ccccc1F)C(=O)Nc1cccc2ccccc12,6%,5%[57.1 µM],-10%,2%,3%,-0.5%,-4%,-3%,20%[57.1 µM]
COc1ccc(-n2nc(C(=O)NCC(=O)O)c3ccccc3c2=O)cc1,-3%,1%,4%,2%,0%,3.9%,-1%,-18%,14%
O=C(COC(=O)c1ccc(O)cc1)NCCc1c[nH]c2ccccc12,3%,-12%,8%,-1%,0%,1.0%,0%,-4%,-7%
CN1CCC(OC(=O)COc2ccc(Br)cc2)CC1,-11%,9%[57.1 µM],9%,-3%,?,-0.2%,-1%,-16%,2%[57.1 µM]
CC(=O)Nc1ccc(C(=O)OCc2ccc(F)cc2)cc1,-7%,-7%[57.1 µM],5%,-6%,9%,0.7%,-7%,-7%,-7%[57.1 µM]
COc1ccc(C(=O)c2c(NC(C)=O)sc3c2CCN(C(=O)OC(C)(C)C)C3)cc1,7%,-5%[57.1 µM],-10%,6%,?,1.9%,-5%,-12%,7%[57.1 µM]
O=C(O)C(c1cccs1)C1(O)CCCCC1 (stereo not drawn),-1%,-6%[2.29 µM],18%,-6%,-10%,nt,4%,-22%,-7%[2.29 µM]
O=C(CN1C(=O)COc2ccccc21)N1CCN(C2CCCCC2)CC1,-3%,-1%,4%,-2%,15%,0.2%,2%,-13%,-5%
Cc1ccccc1CSCc1nc2ccccc2[nH]1,-13%,6%[57.1 µM],18%,0%,-22%,3.2%,-4%,0%,17%
CN(C)c1ccc(C(=O)Nc2cccc(S(=O)(=O)NC3=NCCCCC3)c2)cc1,13%,-10%,3%,-5%,20%,0.4%,-1%,-12%,8%
O=C(NC(=S)Nc1ccc(Br)c(Cl)c1)C1CC1,0%,0%,28%,-5%,?,-1.7%,1%,-13%,?
Cn1c(=O)[nH]c(=O)c2c1nc(N1CCCCCC1)n2CCSc1nc2ccccc2o1,-7%,1%[57.1 µM],-14%,7%,nt,-2.6%,2%,-18%,8%[57.1 µM]
CCOc1ccccc1OCCCC(=O)N1CCN(S(=O)(=O)c2ccc(C)cc2C)CC1,2%,-6%,10%,-14%,21%,-0.1%,-1%,-7%,-2%
Cc1nn(-c2ccccc2)c2sc(C(=O)OCn3nnc4ccccc4c3=O)cc12,-5%,1%,20%,-7%,-17%,0.4%,3%,-15%,34%
N#CCCN(/N=C/c1cccnc1)C1=NS(=O)(=O)c2ccccc21,20%,-10%,3%,4%,-4%,-0.9%,-1%,-16%,0%
CCNC(=O)Nc1cc(S(=O)(=O)Nc2ccc(OC)cc2)ccc1N1CCOCC1,5%,-4%,1%,15%,nt,-0.6%,-2%,-21%,11%
CN1CCN(c2ccc(NC(=O)CSc3ccccc3)cc2F)CC1,-10%,-5%,-10%,0%,-26%,-1.0%,-3%,-11%,-16%
COC(=O)c1ccc(Nc2cc(C)nc3ccccc23)cc1,?,-1%,16%,-14%,-3%&144%,0.1%,?,-20%,9%
COc1ccc(F)cc1C(=O)C1CCCN(Cc2c[nH]c3ccccc23)C1 (stereo not drawn),-30%,4%,-3%,-7%,-16%,-0.6%,-1%,-15%,23%
CC(C=Cc1ccccc1)=NNS(=O)(=O)c1ccc([N+](=O)[O-])cc1,?,-4%[2.29 µM],-12%,-8%,-15%,nt,3%,1%,-4%[2.29 µM]
O=C(NCc1ccc2c(c1)OCO2)c1ccc(NS(=O)(=O)c2ccc3c(c2)OCCO3)cc1,-6%,4%,12%,-2%,0%,4.1%,-4%,-2%,21%
COc1ccc(C(O)(c2ccccc2)C(C(=O)O)c2ccccc2)cc1 (stereo not drawn),-10%,10%,2%,-1%,-14%,nt,-9%,-12%,16%
COc1ccc(OC)c(S(=O)(=O)N2CCCC(C(=O)N3CCCCCC3)C2)c1 (stereo not drawn),-4%,-7%,22%,6%,-4%,-0.3%,1%,-11%,-5%
CCOc1ccc(N2CC(C(=O)NC3CCSC3=O)CC2=O)cc1 (stereo not drawn),1%,1%,6%,13%,-19%,1.3%,1%,-8%,10%

# The last 2 compounds of the part above are carried over, then new ones follow.
SMILES,Vif-APOBEC3F blk,TrxR1 substrate,RGS4 inhibitor,IDH1 R132H inh,ALOX12 inh,RXFP1 ag,Vif-A3G inh,USP1-UAF1 inh,rTrxR1 inhibitor
COc1ccc(OC)c(S(=O)(=O)N2CCCC(C(=O)N3CCCCCC3)C2)c1 (stereo not drawn),-4%,-7%,22%,6%,-4%,-0.3%,1%,-11%,-5%
CCOc1ccc(N2CC(C(=O)NC3CCSC3=O)CC2=O)cc1 (stereo not drawn),1%,1%,6%,13%,-19%,1.3%,1%,-8%,10%
COc1cc(CNCCc2ccc(S(N)(=O)=O)cc2)ccc1OCC(=O)N1CCCCC1,-1%,8%[57.1 µM],6%,1%,2%,0.0%,-1%,-6%,-7%[57.1 µM]
O=C(C[n+]1ccccc1)N/N=C/c1ccccc1[N+](=O)[O-],-4%,5%[57.1 µM],-7%,-2%,10%,-0.6%,-1%,-1%,21%[57.1 µM]
Cc1ccc(NC(=O)Cn2cccc2)cc1,-1%,-2%,19%[11.4 µM],4%,-12%,4.5%,2%,-13%,15%
Cc1cc(C)nc(Nc2n[nH]c(COc3ccc4ccccc4c3)n2)n1,-4%,5%,34%,8%,16%,0.2%,1%,-7%,25%
COc1ccc(CCNC(=O)c2ccc3c(c2)nc(C)n3-c2ccc(Br)cc2)cc1OC,2%,0%[57.1 µM],-7%,7%,-10%,0.4%,4%,-1%,22%[57.1 µM]
O=C(CC1C(=O)Nc2ccccc2N1CC(=O)N1CCCC1)Nc1ccc(Br)cc1 (stereo not drawn),-7%,-1%,-5%,-3%,?,0.1%,0%,-7%,8%
CCOC(=O)C1CCN(C(=O)COc2ccc(Cl)cc2C)CC1,-11%,11%[57.1 µM],11%,3%,110%[activator],1.1%,-3%,-15%,13%[57.1 µM]
COC(=O)c1cnc(Nc2cc(C)ccc2OC)c2ccccc12,32µM*,8%,-30%,3%,0%&15%,1.8%,-25%,-26%,9%
CCCCCc1nc2c(c3c1CCCC3)CCCC2,-13%,-6%,4%,-8%,-7%,-1.9%,0%,-25%,-9%
N#CC(OC(=O)c1ccccc1)c1ccccc1 (stereo not drawn),-2%,1%[57.1 µM],11%,17%,8%,nt,2%,-6%,3%[57.1 µM]
CCN(CC)c1ccc2c(Cl)cc(=O)oc2c1,-6%,14%,-14%,-1%,?,-0.8%,-2%,-4%,-9%[57.1 µM]
